Bioassay records: PubChem, National Center for Advancing Translational Sciences (NCATS)
DT40 TDP1 CPT = growth inhibition of DT40 Tdp1-/-;hTDP1 cells with camptothecin (screen for TDP1 inhibitors) | hit rate 12% among 420,000 | Potency, µM (highest dose often 46.2 µM), inactives show at the highest dose activity change, negative = growth inhibition, usual class: inhibitors | chicken DT40 Tdp1-/-;hTDP1 cells + 20 nM CPT, ATP luminescence, 48 h; also: nearly all actives have a fitted effect of over 55% in size
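Cell growth measured by CellTiter-Glo luminescence after a minimum 48 h, 37 C compound exposure with 20 nM CPT in Tdp1-knockout DT40 cells stably expressing hTDP1, seeded 400/well; qHTS titration format.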
GCN5L2 inh = blocks human GCN5L2 histone acetyltransferase; GCN5L2 HAT assay, ThioGlo1 CoA-SH fluorescence; hit rate 0.21% among 390,000; AID 504327; Q92830; Potency, µM (titrated, usually from 58.9 µM), inactives show at the highest dose activity change, negative = inhibition, most hits filed as inhibitors
Target sequence (Q92830 whole entry, looked up): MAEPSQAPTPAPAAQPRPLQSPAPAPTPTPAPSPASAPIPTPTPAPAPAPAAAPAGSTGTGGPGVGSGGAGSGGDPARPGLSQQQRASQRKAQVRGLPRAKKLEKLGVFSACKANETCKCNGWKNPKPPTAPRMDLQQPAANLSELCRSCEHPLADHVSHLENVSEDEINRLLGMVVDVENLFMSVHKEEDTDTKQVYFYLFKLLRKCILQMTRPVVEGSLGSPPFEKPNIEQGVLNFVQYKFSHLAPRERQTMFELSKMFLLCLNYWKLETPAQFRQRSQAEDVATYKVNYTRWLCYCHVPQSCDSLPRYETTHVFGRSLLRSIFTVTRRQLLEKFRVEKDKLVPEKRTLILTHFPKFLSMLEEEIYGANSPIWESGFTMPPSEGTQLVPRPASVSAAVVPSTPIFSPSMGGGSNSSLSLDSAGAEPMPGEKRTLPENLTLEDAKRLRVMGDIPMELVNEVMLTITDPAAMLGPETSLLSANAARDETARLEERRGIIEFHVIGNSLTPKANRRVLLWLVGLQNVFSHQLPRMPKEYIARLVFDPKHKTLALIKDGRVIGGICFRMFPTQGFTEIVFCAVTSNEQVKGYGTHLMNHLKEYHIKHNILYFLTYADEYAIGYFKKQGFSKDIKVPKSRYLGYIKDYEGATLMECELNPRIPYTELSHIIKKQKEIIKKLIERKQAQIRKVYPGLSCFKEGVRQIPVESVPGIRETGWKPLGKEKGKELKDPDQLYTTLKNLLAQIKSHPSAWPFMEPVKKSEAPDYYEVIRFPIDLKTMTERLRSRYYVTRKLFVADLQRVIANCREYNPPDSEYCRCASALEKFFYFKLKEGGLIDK
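Fluorescence readout, Ex340nm/Em540nm: ThioGlo1 (50uM final) reacts with free CoA thiol released as 20nM GCN5L2 acetylates H3(1-25) peptide (75uM) using acetyl-CoA (70uM). Compound and enzyme sat 15 min beforehand; 20 min room-temperature reaction.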
TDP1 cell noCPT = qHTS for Inhibitors of human tyrosyl-DNA phosphodiesterase 1 (TDP1): qHTS in cells in absence of CPT; Potency, µM (titrated, usually from 46.2 µM), for inactives: top-dose activity change, negative = growth inhibition, usual class: inhibitors; hit rate 15% among 420,000; DT40 Tdp1-/- hTDP1 cells, no CPT, ATP luminescence, 48 h; also: nearly all actives have a fitted effect of over 55% in size
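Growth of hTDP1-complemented DT40 Tdp1-knockout cells is measured by ATP luminescence after at least 48 hr compound exposure at 37 °C, with DMSO substituting for the 20 nM CPT used in the parallel screen.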
* hit, by the source's call; u = inconclusive; x = not tested or not shown; [ ] = another dose, or the depositor's remark. Calls follow the shape of the dose curve; as a rule, active = well fitted curve in the direction sought with a large enough effect; inconclusive = small, poorly fitted or top-dose-only effect, or another doubt; inactive = no such curve, though single readings can be large; an effect the other way counts as inactive or inconclusive. % is scaled to controls: 0 for no effect and ±100 for the full control effect; potency is read from the fitted curve at half-maximal effect.

Molecule	DT40 TDP1 CPT	GCN5L2 inh	TDP1 cell noCPT
Cc1ccccc1-n1nc2c(c1NC(=O)c1cccs1)CS(=O)(=O)C2	-7%	-6%	7%
COc1cccc(NC(=O)C(Sc2nnc(Nc3ccccc3C)s2)c2ccccc2)c1 (configuration not stated)	16µM*	-12%	21µM*
O=C(Nc1cccc2ncccc12)c1ccc(Cl)cc1	25%	-7%	-11%
CC1=Nc2ccccc2N=C(N)C1c1ccccc1 (configuration not stated)	-16%	-8%	-21%
O=C1CCCN1CCCNS(=O)(=O)c1ccc(Br)cc1	20%	-4%	-14%
COc1ccc(-c2csc(NC(=S)NC(=O)c3cccs3)n2)cc1OC	15µM*	-11%	12µM*
O=C(O)C1CCC(Cn2c(SCc3cc(=O)n4ccccc4n3)nc3ccsc3c2=O)CC1 (configuration not stated)	-14%	-4%	u
Cn1c(=O)cc(OCC(=O)NCCCN2CCN(c3cccc(Cl)c3)CC2)c2ccccc21	u	-4%	16µM*
CCc1ccc(NC(=O)C2C3/C=C\CCCCC32)cc1 (configuration not stated)	u	3%	u
Cc1ccc(/C=C/C(=O)OC(C)C(=O)Nc2ncc(Cl)cc2Cl)o1 (configuration not stated)	-9%	-2%	-21%
COc1ccc(CCNS(=O)(=O)c2cc3c4c(c2)C(C)C(=O)N4CCC3)cc1OC (configuration not stated)	-8%	-4%	-2%
CC(=O)c1ccc(N2CCN(C(=O)CCC(=O)c3cccs3)CC2)cc1	-19%	-10%	-30%
O=C(CNC(=O)c1ccccc1F)NCCN1C(=O)S/C(=C\c2ccccc2Cl)C1=O	-26%	-17%	u
CCOc1cc(OCC)cc(C(=O)NCc2ccco2)c1	1%	-6%	-13%
CCCCOc1ccc(CNC(=O)C2CCCN(c3nnc(-n4c(C)ccc4C)s3)C2)cc1 (configuration not stated)	u	-6%	u
Cc1ccc(CNC(=O)C2CC3Cn4c(nc5ccccc54)C3N2C)o1 (configuration not stated)	-5%	-4%	-8%
COc1ccc(Sc2nc(-c3ccccc3)ncc2OC)cc1	-29%	-5%	-5%
CN(Cc1cccc(F)c1)C(=O)c1ccc2c(=O)n3c(nc2c1)CCC3	-5%	0%	16%
O=c1cc(-c2ccncc2)oc2ccccc12	-30%	0%	u
O=C(CSc1nc2ccccc2nc1Cc1ccc(Cl)cc1)N1CCN(c2ccccc2)CC1	-9%	-11%	u
COc1cc(C(=O)N2CCN(C3CCCCC3)CC2)cc(OC)c1OC	-13%	-1%	-9%
O=C(Nc1ccc(Cl)cc1)Nc1nnc(CSc2ccc(Cl)cc2)s1	4.6µM*	-7%	2.6µM*
Cc1ccccc1CSc1nc(-c2ccccc2)cc(=O)[nH]1	-15%	-8%	-7%
O=S(=O)(Nc1nc2ccccc2nc1Cl)c1ccccc1	3%	2%	1%
Cc1onc(-c2ccccc2Cl)c1C(=O)N1C=CC(C(F)(F)Cl)=NCC1	-5%	-3%	-23%
Brc1ccc(/C=N/c2nc3ccccc3n2CCN2CCOCC2)cc1	6%	1%	4%
COc1ccc2c(c1)c1ncn(Cc3ccco3)c(=O)c1n2C	-5%	u	13µM*
Cn1c(=O)cc(OCC(=O)NCc2cccs2)c2ccccc21	-17%	-3%	-19%
CCCCn1nnnc1NCc1cc(OC)c(OC)c(OC)c1	-6%	-2%	-16%
N#CCC(=O)NC(=O)NCC1CC1	-26%	-4%	-5%
O=C(/C=C/c1ccco1)OCC1CCCN2CCCCC12 (configuration not stated)	1%	0%	-1%
O=C(NCc1ccccn1)[C@@H]1CCCN1C(=O)[C@@H]1CCCN1C(=O)c1cccc(Cl)c1	9%	x	-12%

6 consecutive records out of the list so far, quoted:
Molecule	DT40 TDP1 CPT	GCN5L2 inh	TDP1 cell noCPT
O=S(=O)(Nc1nc2ccccc2nc1Cl)c1ccccc1	3%	2%	1%
Cc1onc(-c2ccccc2Cl)c1C(=O)N1C=CC(C(F)(F)Cl)=NCC1	-5%	-3%	-23%
Brc1ccc(/C=N/c2nc3ccccc3n2CCN2CCOCC2)cc1	6%	1%	4%
COc1ccc2c(c1)c1ncn(Cc3ccco3)c(=O)c1n2C	-5%	u	13µM*
Cn1c(=O)cc(OCC(=O)NCc2cccs2)c2ccccc21	-17%	-3%	-19%
CCCCn1nnnc1NCc1cc(OC)c(OC)c(OC)c1	-6%	-2%	-16%

More records.
Molecule	DT40 TDP1 CPT	GCN5L2 inh	TDP1 cell noCPT
COc1cccc(-c2cccc(-c3nc(C(=O)NCc4ccc(Oc5ccccc5)cc4)cc4c3[C@H](CCO)N(S(=O)C(C)(C)C)C4)c2)c1 (some centres not stated)	u	x	u
COc1ccc(-c2c(-c3cc(OC)cc(OC)c3)n(C)c3ccc(-c4cc(F)cc(OC)c4)cc23)cc1	u	2%	16µM*
O=C(COC(=O)/C=C/c1ccc(OC(F)F)cc1)NC(=O)NCc1ccccc1	-18%	1%	0%
O=S(=O)(Nc1nc2ccccc2[nH]1)c1ccc2ccccc2c1	-22%	-15%	-20%
Cc1cc(C)c(NC(=O)C2CC(=O)N(c3ccc4c(c3)OCCO4)C2)c(C)c1 (configuration not stated)	-18%	-5%	-20%
COc1cc(OC)cc(C(=O)NCC(=O)N2CCCCC2)c1	-13%	-6%	3%
O=C(Nc1ccc([N+](=O)[O-])cc1)N1CCc2ccccc2C1	-23%	-9%	u
CC(O)CNCc1cccc2ccccc12 (configuration not stated)	3%	-2%	-10%
COc1ccccc1CNC(=O)c1ccc2nc(C)c(N(C)Cc3ccc(NC(C)=O)cc3)n2c1	16µM*	x	15µM*
Cc1cc(C(=O)CSCCCn2c(=O)[nH]c3ccccc32)c(C)n1C	u	-6%	u
O=C(CCC(=O)N1CCN(c2ccc(C(F)(F)F)cn2)CC1)c1cccs1	u	3%	u
COc1cccc(-c2ncc3ccccc3c2COC(=O)c2ccc(C(C)(C)C)cc2)c1	u	-14%	u
Cc1ncc([N+](=O)[O-])n1CC(=O)Nc1ccccc1F	2%	-18%	3%
COc1ccccc1C(=O)OCC(=O)NC1CCCC1	0%	39%[activator]	-1%
CCOc1ccc(C(=O)NCC(=O)NCC(c2ccco2)N2CCCCC2)cc1 (configuration not stated)	-8%	-1%	-11%
Cc1cc(N2CCOCC2)n2nc(C)c(-c3ccc(Cl)cc3)c2n1	-20%	-16%	-12%
Nc1n[nH]c2cc(=O)n(-c3ccc(Cl)cc3)nc12	-10%	-5%	-8%
CCN(CC)S(=O)(=O)c1ccc(NC(=O)CSc2nnc3c(n2)[nH]c2ccccc23)cc1	7.1µM*	x	6.3µM*
CC(C)(C)c1ccc(C(=O)N2CCC(C(=O)N3CCCCC3)CC2)cc1	-28%	-3%	-24%
CCN(CCn1cccn1)Cc1cn[nH]c1-c1cccc2ccccc12	-14%	0%	-16%
CC1(C(=O)NS(=O)(=O)c2ccccc2Cl)CCN1C(=O)CC1CC1 (configuration not stated)	-2%	x	-13%
NS(=O)(=O)c1ccc(NC(=O)CN2CCN(S(=O)(=O)c3ccc(F)cc3)CC2)cc1	21µM*	-4%	21µM*
CCn1c(-c2ccc(N(C)C)cc2)nc2ccccc21	12µM*	-3%	3.7µM*
CCCCn1cnc2cc(C)c(C)cc21	-18%	-11%	u

The list continues.
Sequence of screens: DT40 TDP1 CPT | GCN5L2 inh | TDP1 cell noCPT
Cc1cc(-c2ccc(C(C)C)c(S(=O)(=O)Nc3ccccn3)c2)on1
 : -2% | -2% | 18%
Nc1ncnc2c1ncn2[C@@H]1O[C@H](C(=O)NS(=O)(=O)c2cccs2)[C@@H](O)[C@H]1O
 : -16% | x | 6%
CCOc1ccc(C2N(c3ccc(F)cc3)C(=O)C3CCCN32)cc1 (configuration not stated)
 : 3% | -2% | -3%
CC(C)C(=O)N1CCN(c2ccccc2NC(=O)c2ccc([N+](=O)[O-])o2)CC1
 : 16µM* | -4% | u
CC(C)NC(=S)NN=C1CCCCCCCCCCC1
 : 13µM* | 0% | 13µM*
CC(C)c1ccc(OCC(O)CN2CCN(c3ccccn3)CC2)cc1 (configuration not stated)
 : 26µM* | -4% | 10µM*
COc1ccc(NC(=O)c2c3c(nc4ccccc24)CCN(Cc2ccccc2)C3)c(OC)c1
 : 16µM* | 2% | u
Cc1nonc1CN(C)C(=O)CC1C(=O)NCCN1Cc1cccc(C(F)(F)F)c1 (configuration not stated)
 : -12% | 8% | -12%
O=C(O)C1=CC[C@@H](c2ccc(Cl)cc2)N(S(=O)(=O)c2ccc(Cl)cc2)[C@H]1c1ccc(Br)cc1
 : u | 25µM* | u
CCOc1ccc(-c2noc(CCC(=O)NC3CCCC3)n2)cc1OC
 : 4% | 1% | u
CC(C)C(=O)N1CCC1(C)C(=O)Nc1ccc(-n2cncn2)cc1 (configuration not stated)
 : -1% | x | -14%
COc1ccc(S(=O)(=O)N2CCC(C(=O)NCCC3=CCCCC3)CC2)cc1C
 : u | -6% | u
Cc1cccc(N2CCN(C3(c4ccccc4)C(=O)c4ccccc4C3=O)CC2)c1C
 : -21% | 18% | -16%
Cc1nc(NCc2c(C)nn(C)c2Cl)sc1-c1ccn(CC2COc3ccccc3O2)n1 (configuration not stated)
 : 16µM* | x | 21µM*
COc1ccc(C(=O)NC=C2C(=O)OC(C)(C)OC2=O)cc1
 : -1% | 16% | -6%
COc1ccc(NS(=O)(=O)c2c(C)n(C)c(=O)n(C)c2=O)cc1
 : 11% | u | 12%
Oc1ccccc1-c1cc(C(F)(F)F)nc(-c2ccccc2)n1
 : -13% | -4% | u
O=C(CCN1CCCCC1)N/N=C/c1c[nH]c2ccccc12
 : 18% | -8% | -5%
N#C/C(=C/c1ccc(CNS(=O)(=O)c2ccccc2)o1)C(N)=O
 : 3% | 1% | -22%
Cc1cc(C)c(C)c(OCCCCn2cnc3ccccc3c2=O)c1
 : u | -2% | u
O=C1NC(=O)C(Cc2cccc(Oc3ccccc3)c2)S1 (configuration not stated)
 : u | -6% | -11%
Cc1nn2c(COc3ccc(NC(=O)c4ccccc4Cl)cc3)nnc2c2ccccc12
 : 18µM* | -5% | 23µM*
Cc1ccc2nc(-c3ccc(C)o3)c(Nc3ccc(F)cc3)n2c1
 : 2% | x | u
CSc1cccc(NC(=O)CN(c2ccc(C)cc2C)S(C)(=O)=O)c1
 : -10% | -11% | u
Cc1cc(C)c(C#N)c(SCC2COc3ccccc3O2)n1 (configuration not stated)
 : u | -14% | u
CC(=O)c1c(C)nc2nonc2c1N
 : -6% | -9% | 4%
O=c1c2ccccc2oc2cc(OCc3ccc(F)cc3)cc(O)c12
 : -7% | -8% | -2%
Cn1ccnc1SCC(=O)N1CCc2ccccc21
 : 2% | -7% | 16%
CC1=C(c2ccc(C(C)C)cc2)S(=O)(=O)NC1=NCc1ccc(Cl)cc1
 : u | -3% | -29%
CC(C)N1CCN(Cc2ccc3c(c2)Cc2ccccc2-3)CC1CCO (configuration not stated)
 : u | -3% | 23µM*
COc1ccc2[nH]c3c(C)c4ccncc4c(C)c3c2c1
 : 0.26µM* | -4% | 0.92µM*
CCOc1ccc(S(=O)(=O)N2CCN(C(=O)c3cc4c(s3)CCCC4)CC2)cc1
 : 16µM* | -3% | u
c1ccc(-c2nc3ccccc3[nH]2)cc1
 : u | u | -18%
CC(=O)c1c(C)nc(-c2ccccc2)nc1NC(=O)C(C)C
 : -19% | 2% | -9%
CC(=O)c1cccc(NC(=O)c2cc(-c3ccco3)on2)c1
 : -4% | -8% | -28%
CCOCCCn1c(SCC(=O)NC2CCCCC2)nc2ccccc2c1=O
 : u | x | u
CC(C)OCCCNC(=O)CSc1c2c(nc3ccc(Cl)cc13)CCCC2
 : u | -1% | 23µM*
Cc1cc(NC(=O)C(C)SCC(=O)OCC(=O)N(C)c2ccccc2)no1 (configuration not stated)
 : 14% | 1% | -2%
COc1ccc([C@H]2C[C@H](O)[C@@H](n3cc(-c4ccc(F)cc4)nn3)CN2Cc2cccs2)cc1
 : 5.2µM* | x | 5.2µM*
O=C(COC(=O)Cc1ccc(Cl)cc1)Nc1ccc(OC(F)F)cc1
 : 2% | -13% | -18%
CCC(C)c1ccc(S(=O)(=O)N2CCN(C(C)C(=O)NC3CCCC3)CC2)cc1 (configuration not stated)
 : 15µM* | -2% | u
